INS promoter inh – TRM-6 insulin promoter activity inhibition; TRM-6 cells (human fetal islet line), insulin promoter-eGFP reporter, imaging; reporter expression induced with tamoxifen; inhibition, % at 2 µM; actives 0.9% (n = 130,000);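 active = inhibition above the mean plus 3 SD, with well images judged a real hit on visual review, cut at about 60% in these data, passing the limit was not always enough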
SDO1 yeast rescue – restores growth of sdo1-depleted yeast; z-score at 10 µM; S. cerevisiae sdo1-depleted JHY4D growth rescue, OD600 30 h; stronger effect = higher value; pdr5 snq2 efflux-pump mutant strain; actives 0.21% (n = 140,000);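 active = z-score above 3 at both the 24 hr and the 30 hr optical density reads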;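 note: z-score against mean and SD of all compound wells on the same plate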
SDO1 yeast rescue Rescue 24 h – further read-out of SDO1 yeast rescue, marked with its call; z-score; S. cerevisiae sdo1-depleted JHY4D growth rescue, OD600; measured here: growth rescue at 24 h;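 0 is the plate mean of compound wells and units are plate SD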
The depositor's hits bear a star; x = no result given; [ ] = remark or other dose. The order is random. About 0.91% of those tested had a hit in this group.

SMILES	INS promoter inh	SDO1 yeast rescue	SDO1 yeast rescue Rescue 24 h
Cc1cccc(N2CCN(C(=O)/C=C/c3ccco3)CC2)c1C	-22.2	-1.29	-1.4
O=C(Nc1cc(C(F)(F)F)ccc1N1CCOCC1)c1ccc(Br)o1	-12.0	0.09	1.37
Cc1ccc(S(=O)(=O)N(C)CC(=O)Nc2cccc(C)n2)cc1	78.7*	-0.24	0.04
Cn1c(CN2CCCC2)nc2cc(NC(=O)c3ccco3)ccc21	55.6	0.92	1.03
COc1cc2[nH]c(=S)n(C3CCN(Cc4ccccc4)CC3)c(=O)c2cc1OC	7.1	x	x
Cc1ccc(-n2nc(C)c3c(C(=O)OCC(=O)N(C)C4CCS(=O)(=O)C4)cc(-c4ccccc4)nc32)cc1 (stereo not given)	-28.6	-1.32	0.25
Cc1nc(-c2ccc(Cl)cc2)sc1C(=O)CBr	44.4	x	x
COc1ccc(NC(=O)C2CCCO2)cc1 (stereo not given)	-129.0	0.37	0.36
COc1ccc(-n2cc(-c3ccc(C)cc3)[n+]3c2SCC3)cc1	42.9	0.41	0.28
CCc1nnc(N/N=C/c2ccccc2Cl)n1N	-16.7	-0.4	-1.19
O=C(O)c1cc([N+](=O)[O-])c(N2CCCC2)c([N+](=O)[O-])c1	21.9	0.57	-0.29
C1CNC(C23CC4CC(CC(C4)C2)C3)=N1	25.0	x	x
Nc1nnc(-c2ccc(Cl)cc2)s1	21.4	-0.22	-1
CCc1nc2ccccc2c(NC(=O)CN2CCC(C)CC2)c1C	x	0.8	0.84
CCSC1=N/C(=C\c2ccc(C(=O)O)cc2)C(=O)S1	x	0.21	0.71

5 structures from above, arranged by length of the SMILES, highest first.
SMILES	INS promoter inh	SDO1 yeast rescue	SDO1 yeast rescue Rescue 24 h
O=C(O)c1cc([N+](=O)[O-])c(N2CCCC2)c([N+](=O)[O-])c1	21.9	0.57	-0.29
O=C(Nc1cc(C(F)(F)F)ccc1N1CCOCC1)c1ccc(Br)o1	-12.0	0.09	1.37
COc1ccc(-n2cc(-c3ccc(C)cc3)[n+]3c2SCC3)cc1	42.9	0.41	0.28
CCc1nc2ccccc2c(NC(=O)CN2CCC(C)CC2)c1C	x	0.8	0.84
Cc1nc(-c2ccc(Cl)cc2)sc1C(=O)CBr	44.4	x	x

As entered above:
O=C(O)c1cc([N+](=O)[O-])c(N2CCCC2)c([N+](=O)[O-])c1 @ SDO1 yeast rescue: 0.57
COc1ccc(-n2cc(-c3ccc(C)cc3)[n+]3c2SCC3)cc1 @ SDO1 yeast rescue Rescue 24 h: 0.28

Additional compounds follow:
SMILES	INS promoter inh	SDO1 yeast rescue	SDO1 yeast rescue Rescue 24 h
OC(CN1C2=NCCN2c2ccccc21)c1ccc2c(c1)OCO2 (stereo not given)	x	0.72	0.34
CC1CN(c2ccc(Cl)cc2[N+](=O)[O-])CCN1S(C)(=O)=O (stereo not given)	20.0	x	x
CN(C)S(=O)(=O)c1cccc(-c2nn(-c3ccccc3)cc2/C=C2\SC(=S)NC2=O)c1	x	-0.95	-0.9
Cc1cc(C)c2c(CC(=O)Nc3nccs3)coc2c1	-6.2	-1.27	-2.11
Nc1cc(N)nc(SCCOc2ccccc2F)n1	-1.8	0.47	0.76
CCc1nc(Cl)c(C#N)c2c1CCCC2	37.0	0.91	0.77
COP(=O)(OC)c1nc(-c2ccccc2)oc1N1CCOCC1	-5.6	0.48	0.34
O=C(COC(=O)[C@H](Cc1ccccc1)NC(=O)c1cccs1)Nc1ccccc1C(F)(F)F	x	-0.08	-0.54
CC(=O)Nc1ccc(NC(=O)Cn2c(=O)n(-c3ccc(C)cc3)c(=O)c3oc4ccccc4c32)cc1	-35.3	x	x
Brc1ccc(-c2noc(COc3ccc4c(c3)CCC4)n2)o1	28.6	0.18	-0.33
CCC(C)(C)NC(=O)C(c1ccco1)N(C(=O)c1csnn1)c1cccc(F)c1 (stereo not given)	-85.7	0.02	-0.06
CCCc1ccc(OC(=O)c2ccc(O)cc2Cl)cc1	-50.0	x	x
COc1ccc(-n2c(Cc3cccn3C)nnc2SCC(=O)Nc2cccc(F)c2)cc1	-20.0	-0.96	-1.28
CN(C)c1ccc(C(=S)N2CCOCC2)cc1	-150.0	0.57	0.49
O=C(Nc1cnn(Cc2ccc(F)cc2)c1)C(c1ccccc1)c1ccccc1	55.6	0.4	-0.21
O=C(/C=C/c1ccco1)N1CCN(c2ccccc2)CC1	17.9	0.08	-0.25
CCOc1cc(-c2noc(CCC(=O)N3CCOCC3)n2)ccc1OC	x	0.08	0.14
O=C(NN=C1CCCC1)c1cc(-c2ccc(F)cc2)nc2ccccc12	57.1	x	x
Cc1nn(C(C)C(=O)NCc2ccccc2Cl)c(=O)c2c1sc1ccccc12 (stereo not given)	25.0	-2.28	-1.99
CCOC(=O)c1c(-c2cccc3ccccc23)csc1NC(=O)C1C2CCC(O2)C1C(=O)O (stereo not given)	53.3	-0.39	-1.09
COc1ccc(CNc2ncnc(N)n2)cc1	21.7	-0.13	0.1
C[C@@H](C(=O)NCc1ccccn1)[C@H]1C[C@]1(C)[C@H](NC(=O)OCc1ccccc1)c1ccccc1	13.6	-1.06	-1.49
CCOC(=O)c1oc2cccc(O)c2c1CN1CCOCC1	x	0.55	-0.23
COc1ccc(Oc2nc(-c3ccccn3)ncc2OC)cc1	-21.9	x	x
COC(=O)c1sc(NC(=O)COc2ccc(C)cc2)nc1C	-12.5	-0.3	-0.14
COC(=O)c1cc(OC)c(OC)cc1NC(=S)Nc1cccc(C(C)=O)c1	x	0.57	-0.54
CCCCN(CC)CCNC(=O)c1nn(-c2ccc(OC)cc2)c(=O)c2c1c1ccccc1n2C	13.3	x	x
COc1ccc(C2C(C#N)=C(C)NC3=C2S(=O)(=O)c2ccccc23)cc1 (stereo not given)	-147.1	-1.93	-0.97
O=S(=O)(c1cccs1)N1CN(Cc2ccc(Cl)cc2)c2nc3ccccc3nc21	3.6	1.26	2.1
O=[N+]([O-])c1ccccc1CNc1ccc(F)c(Cl)c1	-53.3	-1.46	-0.62
CN(C)c1ccc(/C=N/NC(=O)CNC(=O)c2ccc3c(c2)OCCO3)cc1	27.8	x	x
Cc1cc(C)n2nc(SCn3nnc4ccccc4c3=O)nc2n1	x	1.44	0.04
CCOC(=O)C(=O)Nc1cccc(C(=O)OCC)c1	-22.2	-0.02	-0.48
CCc1ccc2[nH]c(=O)c(CN(CCCN3CCOCC3)C(=O)Nc3ccccc3)cc2c1	x	0.48	-0.16
O=C(Nc1ccc(Cl)cn1)c1ccccc1[N+](=O)[O-]	-31.2	x	x
CCC1(C)C(Nc2c(C)cccc2C)=NC(=S)N1c1ccc(NC(C)=O)cc1 (stereo not given)	x	0.5	0.05
Cc1ccc(N(C(C)C(=O)Nc2c(C)n(C)n(-c3ccccc3)c2=O)S(C)(=O)=O)cc1C (stereo not given)	-22.2	x	x
COc1cccc(-c2nnc(SCC(=O)OC(C)C)n2N)c1	x	1.07	0.36
Cc1ccc(S(=O)(=O)N2CCCN(S(=O)(=O)c3ccc(C(F)(F)F)cc3)CC2)cc1	x	1.09	2.09
Cc1ccc(C(=O)CCC(=O)Nc2cccc(C(F)(F)F)c2)cc1C	13.3	x	x
Cc1nnc2sc(-c3cccc(NC(=O)c4ccc(-c5cccc(Cl)c5)o4)c3)nn12	24.8	x	x
C=CCn1c(Cc2cccs2)nnc1SCC(=O)Nc1ccc(OC)c(OC)c1	-27.0	-0.02	-0.88
CCOC(=O)CSc1nnc(Cc2ccc(OC)cc2)n1-c1ccccc1	22.2	-0.28	-0.4
CCOc1ccccc1N(CC(=O)NC1CCCCC1)C(=O)c1nsc(Cl)c1Cl	-18.5	x	x
O=C(C1=C[C@@H]2[C@H]3C(=O)N(c4ccccc4)C(=O)[C@H]3[C@@H](C(=O)c3ccc(Cl)cc3)N2C=C1)c1ccccc1	x	-0.6	-0.21
Cc1ccc2c(c1)C1CN(C)CCC1N2CC(=O)N(C)c1ccccc1 (stereo not given)	8.8	-0.63	-1.16
COc1ccc(NC(=S)N2CCN(C/C=C/c3ccccc3)CC2)cc1	x	-0.11	-0.47
Cc1[nH]c2ccccc2c1SCC(=O)N1CCCCC1	28.6	x	x
O=C(NCc1ccc2c(c1)OCO2)c1ccc(NC(=O)C2CCCO2)cc1 (stereo not given)	6.2	0.95	0.22
CCCCn1c(/N=C/c2c[nH]c3ccccc23)nc2ccccc21	-53.9	-2.03	-0.91
Cc1cccc(N2CCN(S(=O)(=O)c3ccc4[nH]c(=O)c(=O)[nH]c4c3)CC2C)c1 (stereo not given)	-8.3	0.75	1.01
CCCc1[nH]n(-c2ccc(F)cc2)c(=O)c1C=Nc1ccc(C)cc1	-13.3	0.23	3.13
Cc1[nH]c2ccc(F)cc2c1CCN(Cc1ccncc1)C(=S)Nc1ccc(F)cc1	-45.5	x	x
CCC1=Nc2cc(C(=O)NCc3ccco3)ccc2Sc2ccc(Cl)cc21	-100.0	-0.72	-0.36
O=C(CCC1CCCCC1)NCc1cccs1	x	0.42	1.31
COCCNc1ncnc2c1cnn2-c1ccc(Cl)cc1	x	0.61[12 µM]	0.78
CC12CCC(C(=O)NCCCn3ccnc3)(OC1=O)C2(C)C (stereo not given)	38.9	0.8	0.67
Cc1cc(C#N)c(C)c(SCc2[nH]nc3c2C(c2ccccc2)C(C#N)=C(N)O3)n1 (stereo not given)	-350.0	0.38	-0.13
CC1CCN(C(=S)c2ccc3c(c2)OCO3)CC1	x	-0.63	-0.95
O=C(COC(=O)CSc1nnc(-c2ccc(Cl)cc2)o1)NCc1ccc2c(c1)OCO2	-5.3	-0.83	-0.8
(list continues)
SMILES	INS promoter inh	SDO1 yeast rescue	SDO1 yeast rescue Rescue 24 h
COc1cc(OC)cc(C(=O)NCCSCc2ccco2)c1	72.1	0.42	0.3
O=C(CSc1ncnc2c1oc1ccccc12)c1cccs1	-12.1	1.31	1.49
CCOc1ccc2nc(N3CCCN(C(=O)Nc4ccccc4C)CC3)c(C#N)cc2c1	x	-1.74	-1.05
Cc1ccc(SCCNC(=O)C(CO)(CO)CO)cc1	-6.7	-0.05	-0.89
CN1c2ccccc2C(O)=C(C(=O)Nc2ccccc2)S1(=O)=O	43.8	0.29	-0.19
CCn1cc(C(=O)N=c2sc3ccccc3n2C)c(=O)c2ccc(C)nc21	11.1	x	x
CCOC(=O)c1sc(NC(=O)CN2C(=O)NC3(CC(C)CC(C)(C)C3)C2=O)c(C(=O)OCC)c1C (stereo not given)	-8.8	0.08	-0.25
CNC(=O)/C(C#N)=c1\s/c(=C/C(=O)OC)c(=O)n1-c1ccccc1	21.1	-0.1	0.1
COc1nc(NCCN2CCOCC2)nc(Nc2ccc([N+](=O)[O-])cc2)n1	-39.3	-0.72	-1.2
Cc1ccc(NC(=O)C(C)N=C2NS(=O)(=O)c3ccccc32)cc1 (stereo not given)	0.0	x	x
Cc1nc(SCC(=O)N2CCc3ccccc32)n[nH]1	-3.6	0.1	0.11
Cc1cc(C)nc(N/N=C/c2ccccc2OCc2ccccc2)n1	-31.4	0.47	0.07
Cn1cc(CNCc2cnc3ccccn23)c(-c2ccc(Oc3ccccc3)cc2)n1	-47.6	x	x
O=C(NC(Nc1nc2ccc([N+](=O)[O-])cc2s1)(C(F)(F)F)C(F)(F)F)c1ccccc1Cl	x	-1.93	-1.55
COc1ccc(-c2nnc3ccc(SCC(=O)Nc4cc(C)on4)nn23)cc1	5.9	x	x
O=C(Cc1ccccc1)Nn1c(O)c(/C=C2\C=Nc3ccccc32)sc1=S	-58.6	-0.19	0.64
O=C(c1ccc(Br)o1)N1CCN(c2ccc3nnc(-c4ccc(F)cc4)n3n2)CC1	x	-1.03	-0.32
Nc1nc(-c2ccccn2)nc(N)c1Cc1ccc(Cl)cc1Cl	-42.9	x	x
COc1cc(C(=O)Nc2sc3c(c2C(=O)NCc2ccco2)CCCC3)cc(OC)c1OC	19.4	-1.38	0.03
CCC(C)(C)n1nnnc1C(C(C)C)N(CCN1CCOCC1)Cc1cc2cccc(C)c2[nH]c1=O (stereo not given)	-40.0	0.28	-0.18
CC(=O)NS(=O)(=O)c1ccc(NC(=O)/C=C/c2ccco2)cc1	20.0	x	x
Cc1nc2ccccc2n1CC(O)Cn1c2ccccc2c2ccccc21 (stereo not given)	x	-0.94	-0.66
CC(=O)c1cc2c(C)c(C(=O)c3ccccc3)oc2cc1O	0.0	0.03	-0.21
O=C(Nc1cccc(NC(=O)C2CC2)n1)C1CC1	-17.6	-0.25	-1.01
COc1ccc(C(=O)N2CCC(C(=O)Nc3ccc4c(c3)OCCO4)CC2)cc1	3.1	0.78	0.29
O=C(Cn1cccc1)N1CCN(C(c2ccccc2)c2ccccc2)CC1	-393.8	-1.64	-1.38
CC(C)(C)NC(=O)NC(=O)COC(=O)c1cccc(NS(=O)(=O)c2ccc(F)c(F)c2)c1	x	1.61	2.15
CC(C)(C)NS(=O)(=O)c1ccc2nc(NC(=O)Cc3cccs3)sc2c1	-16.7	0.13	0.29
CN(CC(=O)Nc1ccc(F)cc1)C(=O)COc1ccc([N+](=O)[O-])cc1Cl	-78.6	x	x
O=C(Nc1c(Cl)cccc1Cl)C1CCC1	x	0.37	0.25
Cc1cc(C)n2nc(C(=O)Nc3ccc(S(=O)(=O)N4CCCCC4)cc3)nc2n1	-18.9	0.24	-0.43
COc1cc(-c2nnc(-c3ccc(S(=O)(=O)c4ccccc4)cc3)o2)cc(OC)c1OC	-100.0	-0.26	-0.09
Cc1nnc(-c2ccccc2)c[n+]1[O-]	41.9	0.35	0.3
Cc1ccc(N(C(=O)Cn2nnc(-c3ccc(F)cc3)n2)C(CC(C)C)C(=O)NCC2CCCO2)cc1 (stereo not given)	-10.0	0.27	0.08
